# NCI-60 one-dose screen, 48 h, at 10 µM unless noted. Numbers give growth in % (100 = growth as untreated, 0 = no growth, -100 = all killed).
# EKVX = EKVX NSCLC. 3% of 71,000 active
# SK-MEL-5 = SK-MEL-5 melanoma | AID 1794755 | 6.4% of 80,000 active
# A549/ATCC = A549/ATCC NSCLC; 3.7% of 81,000 active; AID 1794740
# HOP-62 = HOP-62 NSCLC; 3.9% of 80,000 active; AID 1794735
# M14 = M14 melanoma; 6.2% of 80,000 active; AID 1794745
# HOP-92 = HOP-92 NSCLC cells; 6.3% of 71,000 active; AID 1794738
# LOX IMVI = LOX IMVI melanoma | 7.4% of 79,000 active
# CCRF-CEM = CCRF-CEM leukemia; 7% of 77,000 active; AID 1794778
# Starred values were filed as active, the others as inactive; . = not tested or not shown; & = joins results of further samples. The calls were made as follows: active = growth percent below 10; inactive = the rest. Hits appear at their usual frequency, and some 12% of all compounds hit somewhere here.
SMILES,EKVX,SK-MEL-5,A549/ATCC,HOP-62,M14,HOP-92,LOX IMVI,CCRF-CEM
O=S(=O)(Oc1ccc(/C=N/NC(=S)Nc2ccccc2)cc1)C(F)(F)C(F)(F)C(F)(F)C(F)(F)F,111,103,115,110,.,115,103,97
O=C1C(Cl)=C(N=Nc2c(Cl)c(O)c3ccccc3c2O)C(=O)c2ccccc21,.,53,52,52,60,.,43,44
Cc1cnc(Nc2ccc(OCCN3CCCC3)cc2)nc1NCc1ccco1,72,82,76,60,96,55,.,73
O=CNCNC=O,111,109,111,108,106,.,104,104
CCOc1ccc(-n2nc(C(=O)NCc3ccc(OC)c(OC)c3)nc2-c2cc(OC)c(OC)c(OC)c2)cc1,89,92,73,72,93,96,89,94
CC(=O)c1ccc([N+](=O)[O-])cc1,100,107,100,104,100,.,94,101
O=C(NC1=Nc2ccccc2C(=O)NN1)c1cc2ccccc2[nH]1,88,99,87,98,109,86,91,75
Cc1cnc(CSc2nc(-c3ccc(-c4ccccc4)cc3)cn2-c2ccc(Cl)cc2)c(C)c1,82,103,83,100,.,92,106,89
O=C(COc1ccccc1)NCc1ccco1,105,108,97,108,95,97,96,112
Cc1nn(-c2ccccc2)c(Oc2ccc(Br)cc2)c1/C=N/NC(=O)Cn1c(=O)sc2ccccc21,50,46,34,70,62,59,68,51
CN1CCCNc2c(c(=O)c2=O)NCCCN(C)CCCNc2c(c(=O)c2=O)NCCCN(C)CCCNc2c(c(=O)c2=O)NCCCN(C)CCCNc2c(c(=O)c2=O)NCCCN(C)CCCNc2c(c(=O)c2=O)NCCCN(C)CCCNc2c(c(=O)c2=O)NCCC1,101,100,90,103,94,.,89,.
N#Cc1ccc(C(=O)C[n+]2cn(CCC(=O)Nc3cccc4cccnc34)c3ccccc32)cc1,99,97,103,101,100,.,99,104
C=CCn1cc(/C=N\N=C2\C(=O)Nc3ccc(Cl)cc32)c2ccccc21,68,98,103,112,102,111,99,98
CC(C)N(CCOC(=O)c1cc(Br)cc(-c2ccccc2)c1O)C(C)C,99,92,99,108,109,69,97,89
CN1CCCc2cc(/C=C3/SC(=S)N(CCc4ccc(O)cc4)C3=O)ccc21,94,92,87,101,79,48,77,15
CN(N=O)C(=O)NC1C(NC(=O)N(C)N=O)N(C)C(=O)N1C (stereo not drawn),106,100,101,101,102,87,106,96
c1ccc2cc3c(cc2c1)Nc1cc2ccccc2cc1N3,.,94,105,54,90,.,62,77
N=C1NC(=O)C/C1=C1/Nc2ccccc2S1,93,93,79,86,88,79,85,83
O=C(/C=C/c1ccc(Cl)cc1)c1ccccc1,.,93,89,115,100,.,81,88
CC[C@]12C=CCN3CC[C@@]4(c5cc(C#CCNc6ccc(C)c(Nc7nccc(-c8cccnc8)n7)c6)c(OC)cc5N(C)[C@H]4[C@@](O)(C(=O)OC)[C@@H]1OC(C)=O)C32 (stereo partly drawn),56,32,37,64,45,42,39,19
COC(=O)/C=C/c1c(C2(C)NC(=O)c3ccccc3N2)c(=O)oc2ccc(Cl)cc12 (stereo not drawn),88,91,95,93,.,89,97,101
COc1cc(C2CC(c3cccc(Nc4ccncc4)c3)=NN2C=O)cc(OC)c1OC (stereo not drawn),92,96,86,111,97,97,91,97
COc1cc(/C=N/NC(=S)Nc2ccc(C(F)(F)F)cc2)ccc1F,90,100,83,100,88,84,107,56
CCc1c2cc(C(F)(F)F)ccc2n2cc(Cc3ccccc3)[nH]c(=O)c12,80,90,105,92,102,94,96,101
O=C(CCN1CCCCC1)c1ccc(Cl)cc1,101,98,109,100,107,83,91,94
c1ccc(-n2ccc(-c3nnnn3Cc3nc4ccccc4[nH]3)n2)cc1,87,96,97,86,93,72,126,78
COc1ccc(C(F)(F)F)cc1[N+](=O)[O-],118,107,97,109,99,83,109,104
O=C(CSc1nnc(-c2ccc(Cl)cc2)n1-c1ccccc1)Nc1ccc(Br)cc1,25,31,4.7*,-12*,.,-38*,-55*,41
N#Cc1n[nH]n2c1nc(=O)c1sccc12,101,104,89,94,96,91,97,102
FC(F)(F)Oc1cccc(-c2cnc3ccc(-c4ccncc4)nn23)c1,28,23,11,20,27,17,9.2*,4.6*
CC(=O)CCNc1ccc2c(c1)C(=O)c1ccccc1C2=O,.,96,93,92,112,.,98,.
C[n+]1ccc(/C=C/c2ccc(Cl)c(Cl)c2)cc1,.,98,.,100,102,111,110,.
Cn1ncc(CC(=O)O)c1-n1nnc2cc(Cl)ccc2c1=O,86,110,97,105,100,105,103,98
Clc1ccc(C2Oc3ccccc3C3CC(c4cccs4)=NN32)c(Cl)c1 (stereo not drawn),78,90,101,101,101,81,94,91
Oc1cccc(Nc2nc(-c3ccccn3)cs2)c1,.,91,95,98,111,89,94,.
O=C(NCc1ccco1)C(=O)N/N=C/c1ccccc1O,.,93,73,73,74,89,63,49
CC(=O)OCc1cc(C(C)(C)C)c(O)c(C(C)(C)C)c1,102,100,103,104,101,121,95,.
O=S1c2ccccc2N=C(c2cccc3ccccc23)CC1c1cccc2ccccc12 (stereo not drawn),79,84,88,104,100,80,89,97
NS(=O)(=O)c1ccc(-n2nc(-c3ccc(Cc4ccccc4)cc3)ccc2=O)cc1,.,99,102,93,87,61,98,.
O=C(N/N=C/c1ccc(F)cc1)c1ccc(C(F)(F)F)nc1Nc1cccc(C(F)(F)F)c1,4.2*,-31*,-11*,-14*,20,-25*,-24*,0.8*
O=C(CCSSCCC(=O)ON1C(=O)CCC1=O)ON1C(=O)CCC1=O,.,101,101,99,104,101,100,96
CC(C)(C(O)c1ccccc1)[N+](=O)[O-] (stereo not drawn),112,103,.,93,97,.,97,108
C=CCN1CCCC1=O,97,101,112,106,99,100,108,.
Oc1ccccc1-c1nnc(CNc2ccc(F)c(Cl)c2)o1,85,92,92,86,98,88,97,21
CC[C@]1(O)C[C@@H]2CN(CCc3c([nH]c4ccccc34)[C@@](C(=O)OC)(c3cc4c(cc3OC)N(C)[C@H]3[C@@](O)(C(=O)OC)[C@H](OC(=O)CCCBr)[C@]5(CC)C=CCN6CC[C@]43[C@@H]65)C2)C1,31,-43*,15,29,-11*,-0.3*,8.0*,6.8*
CCOc1nc(-c2ccccc2)cc2c(O)c(C(=O)NN)[nH]c(=O)c12,108,105,103,123,99,93,101,103
CCOC(=O)c1[nH]n(-c2ccccc2)c(=O)c1/C=N/C(=S)NCCc1ccc(OC)c(OC)c1,101,101,85,92,93,86,101,97
CC(=O)Nc1ccc2c(c1)Cc1cc(NC(=O)/C=C\C(=O)O)ccc1-2,84,104,102,85,96,90,97,104
COc1ccccc1NC(N)=S,.,96,94,100,99,.,100,99
CC1(C)C(O)C(C)(C)C1O (stereo not drawn),112&100,107&106,102&98,109&118,103&105,84,106&106,95
COC(=O)c1nc(=S)[nH]c(C(=O)OC)c1C(=O)C(C)(C)C,110,104,129,115,109,97,98,103
Cc1ccc(NC(=O)N2NC(c3ccc(Cl)cc3)C=C2c2ccccc2)cc1 (stereo not drawn),.,89,77,90,99,.,107,62
Oc1c2c(n3cccc13)=c1c(Cl)cccc1=N2,90,103,100,118,113,97,.,89
CN1CCN(c2cccc3c2C[C@H](CN2CCC[C@H]4CCc5cccnc5[C@H]42)NC3)CC1,70,79,59,61,65,76,58,51
Cc1cccc(NC2CNC(=O)NC2=O)c1 (stereo not drawn),121,104,.,89,99,80,102,113
CN1CCN(CCCOc2cccc3nc(Nc4ccc(F)c(F)c4)ccc23)CC1,34,-100*,3.5*,5.4*,-79*,0.1*,-88*,-27*
COC(=O)C(C(=O)OC)C(C)(Br)C(=O)OC (stereo not drawn),96,101,70,84,95,83,99,91
COc1cc(/C=C2/C(=O)NC(=N)N2C)ccc1O,97,105,102,101,.,100,95,104
COc1ccc(/C=c2\nc3n(-c4ccccc4)c4nnc(CC#N)n4n-3c2=O)cc1,89,101,104,100,100,80,96,102
CS(=O)(=O)c1ccc(-c2nc3ccccn3c2/C=N/NC(=S)Nc2ccccc2)cc1,95,86,99,105,101,90,102,69

# Fetched by structure from the list above:
SMILES,EKVX,SK-MEL-5,A549/ATCC,HOP-62,M14,HOP-92,LOX IMVI,CCRF-CEM
O=C(CCSSCCC(=O)ON1C(=O)CCC1=O)ON1C(=O)CCC1=O,.,101,101,99,104,101,100,96
O=C(CSc1nnc(-c2ccc(Cl)cc2)n1-c1ccccc1)Nc1ccc(Br)cc1,25,31,4.7*,-12*,.,-38*,-55*,41

# Additional compounds.
SMILES,EKVX,SK-MEL-5,A549/ATCC,HOP-62,M14,HOP-92,LOX IMVI,CCRF-CEM
CCC1=C[C@@H]2CN(C1)Cc1c([nH]c3ccccc13)[C@@](C(=O)OC)(c1cc3c(cc1OC)N(C=O)[C@H]1[C@@](O)(C(=O)OC)[C@H](OC(C)=O)[C@]4(CC)[C@@H]5C[C@@H]5CN5CC[C@]31[C@@H]54)C2,.,-27*,11,34,3.9*,-16*,7.6*,8.7*
CC(C)c1nc2ccccc2n1CC(=O)O,103,97,99,99,89,84,101,95
CC(/C=C1\N=C(c2ccccc2)OC1=O)=C\c1ccccc1,95,102,104,103,96,93,95,105
CC[C@@H](C)/C=C(C)/C=C/C(O)=C1\C(=O)N[C@@H](Cc2ccc(OC(=O)[C@@](OC)(c3ccccc3)C(F)(F)F)cc2)C1=O,54,110,97,110,97,42,50,30
COc1cc2nc(SCc3nnc(NC(=O)c4ccccc4)s3)n(-c3ccc(Cl)cc3)c(=O)c2cc1OC,89,100,104,101,.,87,96,101
O=C(Cn1cc(COc2ncnc3c2cnn3-c2ccccc2)nn1)Nc1cccc2ccccc12,85,92,92,90,105,82,97,97
O=C(c1cc2cccnc2n1-c1ccc(Cl)c(Cl)c1)N1CC(C(F)(F)F)C1,90,91,88,98,113,67,72,90
CN(C)c1ccc(/C=C2/C=C(c3ccccc3)OC2=O)cc1,109,87,96,96,86,98,99,53
CCCN=C1Nc2ccccc2C(=O)N2CCC[C@@H]12,102,103,97,102,101,101,97,103
CC1=C([Se]CC(OC(=O)[C@@H](CO)NC(=O)OC(C)(C)C)C(=O)NC(C)(C)C)C(=O)c2ccccc2C1=O (stereo partly drawn),-56*,-98*,-11*,-60*,-100*,-69*,-96*,-29*
Nc1ccc(-c2ccc(NC(=O)c3ccc(-n4c(=O)[nH]c5ccccc5c4=O)cc3)cc2)cc1,94,107,102,90,92,73,94,85
CCN1C(=O)N(CC)C2C1NN=c1s/c(=C\c3cc4ccccc4[nH]3)c(=O)n12 (stereo not drawn),54,-5.9*,0.2*,16,20,-5.7*,17,-8.2*
O=C(CN1CCc2ccccc21)NC1=Nc2ccccc2C(=O)NN1,98,95,.,96,96,105,94,94
O/N=C(\C=N\O)c1ccccc1,100,97,91,131,100,.,98,28

# By substructure, those above containing an aryl methoxy group
SMILES,EKVX,SK-MEL-5,A549/ATCC,HOP-62,M14,HOP-92,LOX IMVI,CCRF-CEM
CCOc1ccc(-n2nc(C(=O)NCc3ccc(OC)c(OC)c3)nc2-c2cc(OC)c(OC)c(OC)c2)cc1,89,92,73,72,93,96,89,94
CC[C@]12C=CCN3CC[C@@]4(c5cc(C#CCNc6ccc(C)c(Nc7nccc(-c8cccnc8)n7)c6)c(OC)cc5N(C)[C@H]4[C@@](O)(C(=O)OC)[C@@H]1OC(C)=O)C32 (stereo partly drawn),56,32,37,64,45,42,39,19
COc1cc(C2CC(c3cccc(Nc4ccncc4)c3)=NN2C=O)cc(OC)c1OC (stereo not drawn),92,96,86,111,97,97,91,97
COc1cc(/C=N/NC(=S)Nc2ccc(C(F)(F)F)cc2)ccc1F,90,100,83,100,88,84,107,56
COc1ccc(C(F)(F)F)cc1[N+](=O)[O-],118,107,97,109,99,83,109,104
CC[C@]1(O)C[C@@H]2CN(CCc3c([nH]c4ccccc34)[C@@](C(=O)OC)(c3cc4c(cc3OC)N(C)[C@H]3[C@@](O)(C(=O)OC)[C@H](OC(=O)CCCBr)[C@]5(CC)C=CCN6CC[C@]43[C@@H]65)C2)C1,31,-43*,15,29,-11*,-0.3*,8.0*,6.8*
CCOC(=O)c1[nH]n(-c2ccccc2)c(=O)c1/C=N/C(=S)NCCc1ccc(OC)c(OC)c1,101,101,85,92,93,86,101,97
COc1ccccc1NC(N)=S,.,96,94,100,99,.,100,99
COc1cc(/C=C2/C(=O)NC(=N)N2C)ccc1O,97,105,102,101,.,100,95,104
COc1ccc(/C=c2\nc3n(-c4ccccc4)c4nnc(CC#N)n4n-3c2=O)cc1,89,101,104,100,100,80,96,102
CCC1=C[C@@H]2CN(C1)Cc1c([nH]c3ccccc13)[C@@](C(=O)OC)(c1cc3c(cc1OC)N(C=O)[C@H]1[C@@](O)(C(=O)OC)[C@H](OC(C)=O)[C@]4(CC)[C@@H]5C[C@@H]5CN5CC[C@]31[C@@H]54)C2,.,-27*,11,34,3.9*,-16*,7.6*,8.7*
COc1cc2nc(SCc3nnc(NC(=O)c4ccccc4)s3)n(-c3ccc(Cl)cc3)c(=O)c2cc1OC,89,100,104,101,.,87,96,101

# Screening results as filed in PubChem.
